# proCasp3 act: activators of human procaspase-3. activation, % at 8.5 µM. recombinant procaspase-3 D3A, Ac-DEVD-pNA absorbance 405 nm. P42574. 0.11% of 330,000 active;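 active = activation above the mean of all tested compounds plus 3 SD, cut at about 21% in these data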;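 also: 0% = DMSO alone and 100% = DMSO wells spiked with extra 5 µM PC-3 D3A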
#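 Assay system – Procaspase-3 D3A mutant · Benchmarks – DMSO low control, extra-enzyme high control · Technique – 405 nm absorbance of p-nitroaniline, reads at 0 and 120 min · Doses – 8.5 µM nominal · Measure – % activation between DMSO and enzyme-spiked controls · Also added – Ac-DEVD-pNA chromogenic peptide substrate · Schedule – 1 h compound preincubation, 2 h substrate hydrolysis at 25 °C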
# proCasp7 act: activates human procaspase-7, counter-screen for procaspase-3 activators | 0.093% of 330,000 active | AID 463210 | activation, % at 8.5 µM | recombinant procaspase-7, Ac-DEVD-pNA absorbance 405 nm; D23A/D198A/D206A triple mutant, cannot self-cleave; scale: DMSO 0, 5 µM enzyme 100 | P55210;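 active = percent activation above the screen-wide mean plus 3 SD, cut at about 25% in these data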
#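 Assay system: Uncleavable procaspase-7 mutant enzyme | Input: 2 µM procaspase-7 mutant as dispensed | Timing: 1 h compound preincubation, 2 h substrate cleavage, 25 °C | Repeats: One well per compound | Control set: DMSO wells as 0%, DMSO with 5 µM added PC-7 as 100% | Technique: Epi-absorbance of released pNA at 405 nm, two timepoints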
# ZTA DNA inh: blocks Epstein-Barr virus ZTA, an EBNA-1 counter-screen; AID 2234; ZTA-DNA binding, fluorescence polarization; inhibition, % at 11 µM; 0.15% of 320,000 active; in the data active = inhibition above about 33%
# MEP2-GFP yeast: modulators of TOR pathway MEP2-GFP in S. cerevisiae. 0.51% of 330,000 active. GFP response vs DMSO, % at 10 µM. AID 2016. S. cerevisiae MEP2-GFP strain, flow cytometry GFP, 3 h; 100% = DMSO control level;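 active = GFP response versus DMSO above a set limit, roughly screen mean plus 3 SD, cut at about 180% in these data; inconclusive = fewer than 70 cells counted for a yeast strain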;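 also: median GFP fluorescence of the barcode-gated MEP2-GFP cells per well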
# RPL19A-GFP yeast: yeast TOR pathway RPL19A-GFP modulation; 0.3% of 330,000 active; AID 2025; S. cerevisiae RPL19A-GFP strain, flow cytometry, 3 h; active compounds read low; percent response vs DMSO, % at 10 µM;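 active = percent response vs DMSO below 50%; inconclusive = fewer than 70 events counted for the yeast strain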;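 also: median channel GFP fluorescence of the barcoded RPL19A-GFP strain; ratio of sample median GFP to plate DMSO average so 100% = DMSO; lower means less RPL19A-GFP as with rapamycin TOR inhibition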
# LAP4-GFP MLPCN: alters LAP4-GFP fluorescence in TOR pathway yeast screen | GFP response vs DMSO, % at 10 µM | AID 2023 | S. cerevisiae LAP4-GFP multiplex, flow cytometry GFP, 3 h; median GFP as percent of DMSO wells | 0.34% of 320,000 active;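 active = GFP response vs DMSO above a set limit, about the screen mean plus 3 SD, cut at about 150% in these data; inconclusive = under 70 cell events counted for the yeast strain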
# AHR act: activators of human aryl hydrocarbon receptor | P35869 | AHR-responsive luciferase reporter cells, luminescence | activation, % at 5 µM | 2.5% of 320,000 active | AID 2796; in the data active = activation above about 47%;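 also: 0% = vehicle wells and 100% = reference agonist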
# EBNA-1 inh: blocks EBNA-1 binding to DNA; 0.34% of 300,000 active; EBNA-1 DNA binding, fluorescence polarization; AID 1950; inhibition, % at 14.8 µM; in the data active = inhibition above about 28%
# An asterisk follows results filed as active; ? = inconclusive; · = no result given.
SMILES,proCasp3 act,proCasp7 act,ZTA DNA inh,MEP2-GFP yeast,RPL19A-GFP yeast,LAP4-GFP MLPCN,AHR act,EBNA-1 inh
Cn1c(=O)cc(SCC(=O)NCc2cccnc2)c2ccccc21,-8,-9,0,96,98,92,6,-3
COCCN(C(=O)CNC(=O)c1ccco1)C(C(=O)NC1CCCC1)c1ccccc1 (stereo not given),1,0,1,95,97,94,-1,-10
Cc1ccc2c(c1)NC(=O)C(CC(=O)NCCCN1CCCCC1)O2 (stereo not given),2,-3,3,100,102,107,2,8
CC(=O)Nc1sc(C)c(C)c1C(=O)OCC(=O)Nc1ccccc1,-5,9,-16,103,97,99,2,·
COc1ccc(C)cc1NC(=O)COC(=O)c1ccc2ccccc2n1,8,12,7,97,94,108,23,·
Cc1ccsc1CN(C)C(=O)CN1C(=O)NC2(CCCCC2C)C1=O (stereo not given),3,-7,1,110,100,115,-1,·
COCCn1c(SCC(N)=O)nnc1-c1c[nH]c2ccccc12,-6,-7,7,97,100,105,12,-7
COCCCNC(=O)/C(C#N)=C1\N=C(NC(=O)c2cccs2)c2ccccc21,2,11,8,91,99,119,-3,9
CC1(C)C(=O)OC(c2cccc([N+](=O)[O-])c2)C2(CCCCC2)C1=O (stereo not given),4,-25,13,100,100,102,-2,1
CCCS(=O)(=O)N1CCN=C1SCc1cccnc1,1,1,2,100,102,93,0,2
Cc1onc(-c2ccccc2)c1C(=O)NCC1COc2ccccc2O1 (stereo not given),-12,7,4,104,98,98,7,-11
O=C(O)CCn1cc(/C=C2\NC(=S)N(c3ccccc3)C2=O)c(-c2ccc(Br)cc2)n1,-3,-28,-13,110,105,105,4,0
O=S1(=O)CC(N2CCOCC2)c2ccccc21 (stereo not given),14,-5,-4,109,102,97,4,-9
O=C(NCCCN1CCOCC1)c1ccc2c(c1)N(Cc1c(F)cccc1Cl)C(=O)c1ccccc1S2,8,-2,1,99,98,91,-2,1
COC(=O)C(C)n1cnc2c(nnn2-c2ccc(OC)cc2)c1=O (stereo not given),-3,1,2,119,98,116,3,3
CCOC(=O)c1sc2ncn(/N=C/c3ccc(O)c(OC)c3)c(=O)c2c1C,8,3,-23,103,98,98,4,-11
O=C(c1ccc([N+](=O)[O-])o1)N1CCOCC1,1,4,-21,99,99,95,-1,-1
Cc1cc(Cl)ccc1NC(=S)NCc1ccc(Cl)cc1,0,5,-24,98,93,96,5,0
CCc1ccc(/C=C2\SC(N3CCOCC3)=NC2=O)cc1,-1,-7,7,100,95,105,9,1
CC(C)=C(NC(=O)c1ccccc1Br)C(=O)NCCc1nc2ccccc2[nH]1,0,1,-15,96,93,113,0,0
Cc1ccc(S(=O)(=O)NCC(=O)OCC(=O)N2CC(=O)Nc3ccccc32)cc1,-10,5,·,100,100,92,3,·
O=[N+]([O-])c1cccc(NC(=S)Nc2nc(-c3ccc(Cl)cc3Cl)cs2)c1,-1,3,1,80,84,96,41,6
Cc1nn(C/C(C#N)=N\O)c(C)[n+]1N,7,2,-5,103,106,100,-1,7
CC1CCCC(C)N1C(=O)c1cc(-c2ccc(Cl)c(Cl)c2)on1 (stereo not given),1,1,9,108,102,110,2,1
O=C(COC(=O)c1ccc(-c2cnc3ccccc3n2)cc1)c1ccccc1,1,0,-11,128,107,97,0,-3

# Six successive compounds from above, quoted:
SMILES,proCasp3 act,proCasp7 act,ZTA DNA inh,MEP2-GFP yeast,RPL19A-GFP yeast,LAP4-GFP MLPCN,AHR act,EBNA-1 inh
Cn1c(=O)cc(SCC(=O)NCc2cccnc2)c2ccccc21,-8,-9,0,96,98,92,6,-3
COCCN(C(=O)CNC(=O)c1ccco1)C(C(=O)NC1CCCC1)c1ccccc1 (stereo not given),1,0,1,95,97,94,-1,-10
Cc1ccc2c(c1)NC(=O)C(CC(=O)NCCCN1CCCCC1)O2 (stereo not given),2,-3,3,100,102,107,2,8
CC(=O)Nc1sc(C)c(C)c1C(=O)OCC(=O)Nc1ccccc1,-5,9,-16,103,97,99,2,·
COc1ccc(C)cc1NC(=O)COC(=O)c1ccc2ccccc2n1,8,12,7,97,94,108,23,·
Cc1ccsc1CN(C)C(=O)CN1C(=O)NC2(CCCCC2C)C1=O (stereo not given),3,-7,1,110,100,115,-1,·

# Continued:
SMILES,proCasp3 act,proCasp7 act,ZTA DNA inh,MEP2-GFP yeast,RPL19A-GFP yeast,LAP4-GFP MLPCN,AHR act,EBNA-1 inh
CCOC(=O)c1ccc(NS(=O)(=O)c2c(C)nc3sccn3c2=O)cc1,11,12,-1,108,105,104,-1,7
CCCOc1ccc(C(=O)N2CCN(c3ccc(N)cc3Cl)CC2)cc1,-5,-13,-16,104,99,102,0,-1
CCc1ccc(CNC(=O)C2CCCN(S(=O)(=O)N(CC)c3ccccc3)C2)cc1 (stereo not given),-2,15,-12,97,101,98,3,10
CCOC(=O)Cn1cnc2c(nnn2-c2ccc(F)cc2)c1=O,-5,-1,-13,94,99,111,1,-13
Cc1ccc(SCC(=O)N(C)C2CCS(=O)(=O)C2)c(C)c1 (stereo not given),-8,15,·,107,97,98,0,·
CC(C)(C)C(=O)NCc1ccc(C(=O)CSc2nnc(C3CC3)n2C2CC2)s1,0,9,-3,97,99,104,-1,·
COc1cc(C2c3c(-c4cc(Cl)c(C)cc4O)n[nH]c3C(=O)N2Cc2cccnc2)ccc1O (stereo not given),5,1,-14,103,103,98,11,-5
CCOC(=O)CC(NC(=O)C(CC)c1ccccc1)c1ccccc1Cl (stereo not given),1,-5,-9,84,99,92,5,-5
N#Cc1cc([N+](=O)[O-])cnc1Nc1ccccc1,3,-5,-10,108,100,103,3,-6
O=C(Cc1ccccc1)Nc1ccc(N2CCN(Cc3ccccc3F)CC2)cc1,5,-1,2,98,101,100,7,1
Cc1cc(-c2ccccc2)c2c3c(cn2n1)c(=O)n(C)c(=O)n3C,8,13,0,104,93,102,0,-9
Cc1c(OCC(=O)N2CCN(c3ccccc3)CC2)ccc2c3c(c(=O)oc12)CCCC3,8,4,-14,100,98,98,0,-6
COc1ccccc1-c1sc2ccccc2c1-c1ccc2c(c1)OCO2,3,6,-2,112,97,103,33,2
CC(C)(C)C1(C)OC(C(=O)NC2CCCCC2)C(C(=O)NC2CCCCC2)O1 (stereo not given),6,5,5,110,101,105,-4,8
O=[N+]([O-])c1cccc(N/N=C/c2cccc3ccccc23)c1,-5,-8,-13,·,·,·,61*,5
Cc1ccc(S(=O)(=O)c2ccc(Cl)cc2)cc1S(=O)(=O)N1CCOCC1,0,-11,-3,101,100,102,1,-9
O=Cc1cn[nH]c1-c1cccc([N+](=O)[O-])c1,3,3,0,99,98,96,1,-8
COc1cccc(N(C(=O)c2snc(C(N)=O)c2N)C(C(=O)NCC2CCCO2)c2ccc(C)o2)c1 (stereo not given),-10,-4,11,104,98,101,5,14
S=C(NCCc1ccccc1)Nc1ccc(Br)cc1,-5,4,-33,99,99,109,2,-5
C=CC(=O)N(CCC)C(c1ccccc1)c1ccccc1OC (stereo not given),10,6,-11,·,·,·,-2,-5
Cc1ccc2nsnc2c1NC(=O)c1ccc(-c2cc(Cl)ccc2Cl)o1,-3,3,-10,128,101,108,2,13
CC12CCC(=O)N1C(C(=O)Nc1ccccc1F)CS2 (stereo not given),-11,0,6,98,100,104,2,1
CCc1ccccc1NC(=S)N(CCN(C)C)Cc1cccs1,8,4,-2,93,93,96,0,-2
Cc1cc(C)c(OCCCCN2CCC(C)CC2)c(Br)c1,-5,-3,8,105,107,102,-1,-8
Cc1nn(-c2cccc(Cl)c2)c2nc(C(F)(F)F)[nH]c(=O)c12,0,6,0,96,100,84,0,-3
SMILES,proCasp3 act,proCasp7 act,ZTA DNA inh,MEP2-GFP yeast,RPL19A-GFP yeast,LAP4-GFP MLPCN,AHR act,EBNA-1 inh
CCN(CC(=O)Nc1c(F)cccc1F)C(=O)CCOc1ccc(C)cc1,4,-1,11,95,101,105,0,3
O=C(Nc1cc(-c2ccccc2)nn1-c1c(Cl)cccc1Cl)c1ccc(F)cc1,-4,3,·,101,111,88,4,·
O=C(CN(c1cccc(C(F)(F)F)c1)S(=O)(=O)c1ccc(Cl)c([N+](=O)[O-])c1)NCc1ccccc1,-5,-1,1,102,99,94,-1,0
CC(=O)Nc1ccc(NC(=O)C2CCN(S(=O)(=O)c3ccc4c(c3)OCCO4)CC2)cc1,4,5,-3,90,93,89,1,·
Cc1ccc(-c2cc3c(N=O)c4ccccc4c-3n[nH]2)cc1,5,3,5,98,99,88,9,16
Cc1ccc(S(=O)(=O)CCCS(=O)(=O)c2ccc(C)cc2)cc1,1,8,1,100,100,98,-1,-5
CC(C)N(Cc1ccccc1)C(=O)CN1C(=O)c2ccccc2C1=O,3,6,-2,100,90,84,0,-2
CCN(c1ccccc1)S(=O)(=O)c1cccc(C(=O)NCc2cccnc2)c1,-1,-6,-4,99,94,95,1,-4
Cc1ccc(OCC(=O)Oc2ccccc2[N+](=O)[O-])cc1,-4,11,-10,96,103,110,1,2
C=CCOn1c(=O)c(-c2cc3ccccc3o2)[n+]([O-])c2ccccc21,-3,-12,-8,112,97,102,64*,-7
Cc1csc(=O)n1CC(=O)OCC(=O)Nc1cc([N+](=O)[O-])ccc1Cl,12,3,-2,101,101,114,-1,1
O=C(COC(=O)Cc1cccc(C(F)(F)F)c1)Nc1ccccc1,1,-7,-7,109,106,106,-2,5
Cc1cc(C)cc(C(=O)NCc2ccc3c(c2)OCO3)c1,7,-10,2,104,100,97,106*,8
NS(=O)(=O)c1ccc(NNC(=O)c2ccc(Br)o2)c([N+](=O)[O-])c1,1,-9,·,103,99,93,0,·
Cc1cccc(C)c1NC(=O)CSc1nnc(CCCCCNC(=O)OC(C)(C)C)o1,-7,14,-12,106,109,108,-1,-10
COc1ccc(C2CC(c3ccc(F)cc3)=NN2c2ccccc2)cc1OC (stereo not given),-1,-11,-10,99,97,87,0,-17
O=C(NNC(=O)c1cccnc1SCc1cccc([N+](=O)[O-])c1)c1cccnc1,1,3,-3,99,103,100,2,9
Cc1nc2cccc(C(=O)NC3CCCCC3)c2o1,-1,11,4,88,94,93,4,10
CCCN1CCN(C(=O)CCc2nnc3ccc(N4CCN(c5cccc(OC)c5)CC4)nn23)CC1,8,4,18,107,103,103,1,2
O=C(NCC1CC1(Cl)Cl)Nc1ccc(Cl)c(Cl)c1 (stereo not given),0,4,-11,101,102,121,11,2
CCOC(=O)c1sc(NC(=O)CSc2nnnn2-c2ccccc2)c(C(=O)OCC)c1C,-1,-1,-7,97,92,91,2,7
CN(C)CCCN1C(=O)c2cccc3c([N+](=O)[O-])ccc(c23)C1=O,-10,3,18,112,99,109,7,6
COc1ccc(C2c3[nH]c4ccccc4c3C[C@H]3C(=O)N(C)CC(=O)N23)cc1OC (stereo not given in full),7,-10,14,101,104,107,2,10
CCCCC(CC)C(=O)NCCc1ccc(S(N)(=O)=O)cc1 (stereo not given),10,7,-23,96,99,91,-2,0
Cc1noc(NS(=O)(=O)c2ccc(NC(=O)CSc3nc4ccccc4s3)cc2)c1C,-6,-14,-17,103,115,79,11,5
Cc1ccccc1OCc1nc2ccccc2c(=O)n1N,7,7,13,103,92,111,14,4
COc1ccc(/C(C)=N/NC(=O)CCC(=O)Nc2ccc(Cl)cc2Cl)c(OC)c1,-7,-3,-13,108,114,109,11,9
O=C(O)CCN(CCC(=O)O)c1nnc(SCc2ccccc2)s1,0,10,-1,107,106,107,9,2
COC(=O)c1ccc(NC(=O)CN2C(=O)CC(C)S(=O)(=O)c3ccccc32)cc1 (stereo not given),7,1,-5,73,82,?,4,-2

# Screening results from PubChem.
